# N370S GC mod: N370S glucocerebrosidase modulation, Gaucher chaperone candidate; AID 2101; Potency, µM (highest dose often 59.4 µM), inactives show top-dose activity change, negative = inhibition, most hits filed as inhibitors; N370S GC spleen homogenate, 4MU-glucoside fluorescence; 0.092% of 330,000 active; P04062;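 note: 0% = full enzyme activity and -100% = no enzyme basal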
# FEN1 inhibitor: blocks human flap endonuclease 1; P39748; Potency, µM (highest dose often 114 µM), inactives show top-dose activity change, negative = inhibition, actives largely listed as inhibitors; AID 588795; 0.35% of 390,000 active; Recombinant FEN1 flap cleavage, fluorescence, 15 min; note: nearly all actives have a fitted effect of over 65% in size
# Target sequence (P39748 whole entry, looked up): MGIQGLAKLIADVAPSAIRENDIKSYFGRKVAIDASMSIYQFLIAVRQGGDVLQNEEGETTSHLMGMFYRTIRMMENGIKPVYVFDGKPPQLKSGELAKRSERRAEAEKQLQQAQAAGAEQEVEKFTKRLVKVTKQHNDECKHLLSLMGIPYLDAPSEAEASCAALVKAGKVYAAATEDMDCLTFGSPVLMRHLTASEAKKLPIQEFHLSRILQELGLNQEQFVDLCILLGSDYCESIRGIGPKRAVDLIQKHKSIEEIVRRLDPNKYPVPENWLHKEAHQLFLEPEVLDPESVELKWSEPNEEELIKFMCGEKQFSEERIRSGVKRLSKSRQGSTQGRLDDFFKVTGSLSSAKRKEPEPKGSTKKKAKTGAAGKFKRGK
#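 Quantitative HTS format: each compound was titrated, incubated with 10 nM nuclease for 15 min at room temperature, then challenged with flap substrate at 50 nM final. Signal change over 15 min gave concentration–effect curves.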
# TDP1 block: blocks human tyrosyl-DNA phosphodiesterase 1; Q9NUW8; recombinant TDP1, AlphaScreen DNA substrate cleavage; Potency, µM (titrated, usually from 130 µM), without a hit: top-dose activity change, negative = inhibition, usual class: inhibitors; 0.28% of 350,000 active; note: nearly all actives have a fitted effect of over 40% in size
# Target sequence (Q9NUW8 whole entry, looked up): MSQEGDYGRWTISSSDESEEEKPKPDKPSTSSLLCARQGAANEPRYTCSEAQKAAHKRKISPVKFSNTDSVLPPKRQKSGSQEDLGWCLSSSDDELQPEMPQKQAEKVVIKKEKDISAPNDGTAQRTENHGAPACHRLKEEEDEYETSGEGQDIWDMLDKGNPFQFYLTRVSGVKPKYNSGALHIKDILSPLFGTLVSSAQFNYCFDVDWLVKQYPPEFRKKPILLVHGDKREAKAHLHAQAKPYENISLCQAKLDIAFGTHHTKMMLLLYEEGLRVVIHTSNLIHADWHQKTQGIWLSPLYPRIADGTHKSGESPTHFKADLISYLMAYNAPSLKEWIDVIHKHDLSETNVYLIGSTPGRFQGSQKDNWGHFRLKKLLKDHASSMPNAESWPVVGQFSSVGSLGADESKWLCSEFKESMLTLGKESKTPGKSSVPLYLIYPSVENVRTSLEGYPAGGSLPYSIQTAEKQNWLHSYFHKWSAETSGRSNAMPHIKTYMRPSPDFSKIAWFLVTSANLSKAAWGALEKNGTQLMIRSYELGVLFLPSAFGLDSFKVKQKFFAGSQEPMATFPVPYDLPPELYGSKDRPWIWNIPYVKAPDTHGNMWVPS
#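 AlphaScreen read-out: signal falls as enzyme removes the 3' tyrosine-FITC from a 5'-biotinylated DNA oligo (15 nM, 5 min, RT). Enzyme was E. coli-made recombinant Tdp1 at 1 nM, exposed to compound for 15 min beforehand; beads 10 ug/ml, 10 min.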
# * = called active by the depositor; ? = inconclusive; nt = not tested or not shown; & = joins results of further samples; [ ] = remark or other dose. Calls come from the whole dose curve; as a rule, active = well fitted curve in the direction sought with a large enough effect; inconclusive = small, poorly fitted or top-dose-only effect, or another doubt; inactive = no such curve, though single readings can be large; an effect the other way counts as inactive or inconclusive. Unless noted, % is set by controls: 0 for no effect and ±100 for the full control effect; potency is the fitted concentration of half-maximal effect.
smiles	N370S GC mod	FEN1 inhibitor	TDP1 block
CC(=O)N(CC(=O)O)c1ccccc1C(=O)O	7%	-1%	3%
CC1Oc2ccccc2N(CC(=O)NCCN2CCOCC2)C1=O (stereo not drawn)	-11%	-10%	5%
Cc1ccc(NC(=O)Nc2cc(Cl)ccc2C2COC(=O)C2=N)cc1 (stereo not drawn)	12%	-5%	0%
O=C1COc2ccc(C(=O)COC(=O)CNC(=O)C3CCCCC3)cc2N1	7%	-6%	5%
COc1ccc(CN2C(=O)c3cccnc3C2=O)cc1S(=O)(=O)N1CC(C)Oc2ccccc21 (stereo not drawn)	12%	-19%	3%
C=CCn1c(O)c(CN2CCN(Cc3ccccc3)CC2)c(C)c(C#N)c1=O	nt	-6%	-1%
CCc1ccc(/C=N/NC(=O)c2cc(C3CC3)nc3ccc(Br)cc23)s1	20%	8%	4%
CCOC(=O)c1c(C)[nH]c(C(=O)COC(=O)c2ccc(O)cc2O)c1C	2%	-16%	-10%
COCCN(CCOC)c1cc(C)c(C#N)c2nc3ccccc3n12	17%	-1%	5%
COc1nc(NS(=O)(=O)c2ccc(C)cc2)nc(C)c1Cl	18%	6%	4%
COc1ccccc1C(=O)NC(=O)COC(=O)c1nc(Cl)ccc1Cl	-16%	-1%	-4%
Cc1cc(C)n(S(=O)(=O)c2ccc(C)c(C)c2C)n1	6%	-8%	-1%
COc1ccc(NC(c2ccccc2)c2ccncc2)cc1 (stereo not drawn)	-2%	17%	nt
COc1ccc(/C=N/NC(=O)c2ccc(CSc3nncn3C)cc2)cc1OC	15%	3%	6%
Cc1ccc(S(=O)(=O)N2CCN(C(=O)CSc3cc(C)ccc3C)CC2)c(C)c1	0%	-9%	3%
COC(=O)c1cc(NC(=O)c2cnc(SC)nc2-c2ccccc2)cc(C(=O)OC)c1	nt	-6%	4%
CCCC(=O)Oc1ccc(N(C(=O)CCC)S(=O)(=O)c2cccs2)cc1	-12%	-3%	-2%
Cc1ccccc1CNCCSc1nnnn1-c1ccccc1	nt	12%	5%
CS(=O)(=O)c1ccc2nc(NC(NC(=O)c3ccco3)(C(F)(F)F)C(F)(F)F)sc2c1	26%	-7%	-1%
COc1cccc(-c2nnc(SCC(=O)N3CCCCC3)o2)c1	nt	-5%	0%
CN(CCOc1ccccc1)S(=O)(=O)c1ccccc1C#N	nt	-18%	0%
COc1ccc(OC)c(Nc2cc(C)nc3ccccc23)c1	-2%	-19%	5%
CCCn1c(=O)c(C(=O)Nc2cccc(C)n2)c(O)c2ccccc21	-17%	-14%	nt
CCCN1CCN(CCCNC(=O)Cn2nc(C)n3c(cc4c(OC)cccc43)c2=O)CC1	nt	-1%	4%
CCC(CO)[n+]1c(C)cc(/C=C2\Sc3ccccc3N2Cc2ccccc2)cc1C (stereo not drawn)	?	50µM*	4%
CC1(C)N(OCc2ccccc2)C(=O)C(=O)N(OCc2ccccc2)C1(C)C	9%	-2%	-1%
CCN1CCN(CCCNC(=O)C2CCN(c3nnc(-n4c(C)ccc4C)s3)CC2)CC1	2%	-2%	nt
Cc1cc(N2CCN(C)CC2)nc2ccc(NC(=S)NC3CC3)cc12	12%	-4%	-1%
O=C(C1CCCN(C2CC(=O)N(c3ccc(F)cc3)C2=O)C1)N1CCCC1 (stereo not drawn)	-11%	7%	2%
Cc1ccc(NCC(=O)N=Nc2c(O)[nH]c3ccc([N+](=O)[O-])cc23)cc1	-21%	-1%	5%
C[C@@H]1O[C@H]2C3=C(C(=O)[C@H]4O[C@@H]4[C@H]3O)[C@@H]1[C@@H]1[C@@H](C)OC=C3[C@H](O)[C@H]4O[C@@H]4/C(=N\OCc4ccccc4)[C@]312	-4%[12.8 µM]	nt	8%[21 µM]
CC(=O)Nc1cc2c(cc1[N+](=O)[O-])OCCO2	-2%	4%	5%
CCN(/C=N/S(=O)(=O)c1ccc(Cl)cc1)CC	3%	4%	nt
COc1ccc(N2CCN(C(=O)Cn3nnc(-c4cccs4)n3)CC2)cc1	7%	-6%	2%
COc1cc(NC(=O)CSc2nc3ncccc3o2)cc(OC)c1	nt	-1%	3%
Cc1ccccc1Oc1ccc(NC(=O)C2CC=CCC2C(=O)O)cc1 (stereo not drawn)	6%	-7%	6%
CCOc1ccc(NC(=O)c2nn(C)c3c2CS(=O)(=O)c2ccccc2-3)cc1	nt	1%	-8%
Cc1cc(=O)[nH]c2sc(C(=O)N3c4ccccc4CC3C)c(N)c12 (stereo not drawn)	nt	-1%	0%
CC(=O)OC(COc1ccc(F)cc1)Cn1cnc2ccccc21 (stereo not drawn)	9%	0%	3%
Cc1ccc(S(=O)(=O)N2C[C@@H]3CCCC[C@@H]3[C@@H](C)[C@H]2c2cn(Cc3ccccc3)c3ccccc23)cc1	nt	14%	1%[56.1 µM]
N=c1oc2ccc(Br)cc2cc1C(=O)NC1CCCCCC1	0%	14%	2%
O=C(Nc1ccc2c(c1)CCC2)c1cccc(S(=O)(=O)N2CCN(c3ccccc3)CC2)c1	17%	-6%	-2%
COc1ccc2cc(CN(CCO)C(=O)c3ccc(Br)cc3)c(=O)[nH]c2c1	0%	1%	0%
Cc1c(C)n(C)c2ccc(C(=O)NCCc3ccco3)cc12	28%	6%	10%
COc1cc(C(=O)NC(=S)Nc2ccc(N3CCCC3)cc2)cc(OC)c1OC	-9%	8%	11%
Cc1nc(Nc2cccc(F)c2)c2oc3ccccc3c2n1	1%	-13%	nt
COCCNC(=O)c1ccc2c3n(nc2c1)-c1ccccc1CO3	-15%	-21%	5%
O=C(CCl)Nc1cccc(-c2cnc3ccccc3n2)c1	11%	7%	5%
Cc1ccc(Sc2ccccc2CN(C)C)c(N)c1	-11%	nt	20%
COc1ccc(CCN2C(=O)C(Oc3ccccc3C)C2c2ccc3c(c2)OCO3)cc1 (stereo not drawn)	11%	-12%	2%
COC(=O)Cc1[nH]nc2c1C(c1ccc(O)c(OC)c1)C(C#N)=C(N)O2 (stereo not drawn)	6%	14%	nt
CN(C(=O)/C=C/c1ccco1)c1ccccc1C(=O)O	0%	3%	nt
O=C(NC(=S)Nc1nc(-c2cccc([N+](=O)[O-])c2)cs1)c1cc(Cl)ccc1Cl	11%	1%	8%
O=C(Cc1c(F)cccc1Cl)Nc1ccc(S(=O)(=O)N2CCOCC2)cc1	-7%	9%	4%
CC1CC(NS(=O)(=O)c2cc3c4c(c2)CCN4C(=O)CC3)CC(C)(C)C1 (stereo not drawn)	-1%	6%	4%
COC(=O)C(CO)NC(=O)C(C)NC(=O)CNC(=O)OCc1ccccc1 (stereo not drawn)	-1%	4%	5%
O=C(N/N=C1\CC2CC=CC12)c1ccccc1Cl (stereo not drawn)	2%	-2%	4%
Cc1c(NC(=O)c2cccc(NC(=O)Cc3ccc(Cl)cc3)c2)c(=O)n(-c2ccccc2)n1C	nt	-13%	0%
Oc1ccc(NCc2ccccc2OCc2ccccc2Cl)cc1	nt	?	6%
Fc1cccc(NC(=S)N2CCN(c3ccccn3)CC2)c1	-7%	-2%	-6%

# Additional entries follow.
smiles	N370S GC mod	FEN1 inhibitor	TDP1 block
O=C(CNc1ccc(Oc2ccccc2)cc1)N1CCOCC1	-4%	-7%	2%
COc1ccc(N2CC(NC(=O)c3ccc4c(c3)OCO4)CC2=O)cc1 (stereo not drawn)	nt	-6%	5%
Cc1ccc(NC(=O)c2cccc(S(=O)(=O)N3CCCCC3)c2)cc1	-6%	-2%	nt
COc1ccc(CCCNC(=O)C2CCC(=O)N(Cc3ccc(Cl)cc3)C2)cc1 (stereo not drawn)	-6%	1%	5%
O=C(COC(=O)c1ccccn1)Nc1ccc(S(=O)(=O)N2CCOCC2)cc1	4%	-2%	2%
Cc1cccc(C)c1NC(=O)C1(N(Cc2ccco2)C(=O)CC2NC(=O)NC2=O)CCCC1 (stereo not drawn)	-7%	-4%	6%
CC(C)(C)NC(=O)C(=O)NNC(=O)c1ccccc1	3%	11%	3%
Cc1ccc(C)c(N2CCN(C(=O)CN3C(=O)COc4ccc(S(=O)(=O)N5CCC(C)CC5)cc43)CC2)c1	nt	7%	6%
CCCCOc1ccc(-c2nnc(-c3cc[n+](C)cc3)o2)cc1	3%	0%	-1%
COc1ccc(/C(C)=N/NC(=O)OC(C)(C)C)cc1[N+](=O)[O-]	5%	-4%	5%
Cc1ccc(Cl)cc1NC(=O)c1cc(S(=O)(=O)N2CCOCC2)cn1C	-27%	16%&0%	4%
Cc1nn(Cc2ccccc2)c(C)c1CNC(=O)c1ccc(F)c(S(=O)(=O)N2CCOCC2)c1	nt	-10%	-2%

# Retrieved by structure from above:
smiles	N370S GC mod	FEN1 inhibitor	TDP1 block
O=C(CNc1ccc(Oc2ccccc2)cc1)N1CCOCC1	-4%	-7%	2%
CC(C)(C)NC(=O)C(=O)NNC(=O)c1ccccc1	3%	11%	3%
Cc1cccc(C)c1NC(=O)C1(N(Cc2ccco2)C(=O)CC2NC(=O)NC2=O)CCCC1 (stereo not drawn)	-7%	-4%	6%
Cc1ccc(Cl)cc1NC(=O)c1cc(S(=O)(=O)N2CCOCC2)cn1C	-27%	16%&0%	4%
Cc1ccc(C)c(N2CCN(C(=O)CN3C(=O)COc4ccc(S(=O)(=O)N5CCC(C)CC5)cc43)CC2)c1	nt	7%	6%
CCCCOc1ccc(-c2nnc(-c3cc[n+](C)cc3)o2)cc1	3%	0%	-1%

# Other entries follow:
smiles	N370S GC mod	FEN1 inhibitor	TDP1 block
Cc1ccc(N(C)C(=O)C2CCN(S(=O)(=O)c3ccc4c(c3)CCCN4C(=O)C3CCC3)CC2)cc1	nt	9%	9%
CC(=O)C1C(c2ccc(OC(F)F)cc2)NC(=O)NC1(O)C(F)(F)F (stereo not drawn)	-3%	-10%	-5%
Cc1sc2ncnc(-n3cnc4ccccc43)c2c1C	7%	-6%	0%
Brc1cccc(CNCCSc2nnnn2-c2ccccc2)c1	nt	-17%	5%
Cc1cc2c3c(c1C)C1(C(=O)N3C(C)(C)CC2C)C(C#N)=C(N)Oc2cc(O)ccc21 (stereo not drawn)	-7%	-25%	8%
C#CCNC(=O)C1=C[C@H](C)[C@@H](CCCO)[C@H](OCC)O1	-16%	10%	5%
COc1ccc2c(c1OC)C(=O)N(c1cccc(C(F)(F)F)c1)C2	10%	-3%	1%
C/C(=N/Oc1nc(C)cc(C)n1)c1ccc(Br)cc1	1%[12.8 µM]	-3%	-2%
O=C(NNC(=O)c1cc(-c2ccncc2)nc2ccccc12)c1cccc(Cl)c1	-4%	-4%	nt
O=C(Cn1nc(-c2cccc(Cl)c2)ccc1=O)NCC1COCCO1 (stereo not drawn)	-2%	15%	0%
CC(C)CC(COCc1ccc(C(F)(F)F)cc1)N1CCN(C(=O)c2ccc(C(F)(F)F)cc2)CCC1=O (stereo not drawn)	2%	?	-4%
O=C(CC1C(=O)NCCN1Cc1cccc(Oc2ccccc2)c1)NCCc1cnccn1 (stereo not drawn)	-19%	8%	12%
O=C(NC1CCCC1)c1ccc2c(c1)N(Cc1ccccc1)C(=O)c1ccccc1S2	nt	-5%	3%
CCCNC(=O)c1ccccc1NC(=O)Cc1ccc(OC)c(S(=O)(=O)N2CCOCC2)c1	-1%	2%	-13%
CCOc1ccc(-n2c(SCC(=O)Nc3ccc(CC)cc3)nc3c(oc4ccccc43)c2=O)cc1	nt	-6%	0%
CN1CCN(S(=O)(=O)c2ccc(Nc3ccc(F)cc3)c([N+](=O)[O-])c2)CC1	-20%	-1%	nt
Cc1cc(=O)[nH]c(SCc2csc(-c3ccccc3)n2)n1	1%	-5%	3%
CCCCNc1nc(C)nc2c1nc(-c1ccccc1)n2CCN(C)C	-13%	nt	7%
CCCCOc1ccc(-n2nc(C)cc2C)nn1	1%	0%	-5%
COc1cccc(-n2c(=O)c3c4c(sc3n(Cc3ccc(F)cc3Cl)c2=O)CCCC4)c1	nt	8%	-2%
CC(C)(CN1CCCC1)NS(=O)(=O)c1ccccc1	-3%	-2%	nt
COc1ccc(S(=O)(=O)Nc2ccc(N3CCOCC3)cc2)cc1Br	8%	-13%	5%
COc1cc(CN(C(=O)COc2ccc(C)c(C)c2)c2ccccn2)cc(OC)c1OC	nt	-2%	7%
CCOC(=O)CC(NC(=O)CCc1c(C)nc2c(-c3ccccc3)c(C)nn2c1C)c1ccc(OC(C)C)cc1 (stereo not drawn)	nt	-20%	-5%
CCOc1cc(C(=O)Nc2ccc(N3CCN(S(C)(=O)=O)CC3)cc2)cc(OCC)c1OCC	2%	5%	2%
O=C(COC(=O)/C=C/c1cccc([N+](=O)[O-])c1)NCC1CCCO1 (stereo not drawn)	-1%	-4%	3%
COc1ccccc1/C=C/C=C1\Oc2c(ccc(O)c2CN(C)C)C1=O	-15%	-10%	nt

# High-throughput results from PubChem BioAssay.
